Assay outcomes: PubChem, Fisher Drug Discovery Resource Center
NPYLR7 agonist = mosquito NPYLR7 agonism. HEK293T NPYLR7/Galpha15, GCaMP6s calcium fluorescence. activation, % at 10 µM. hit rate 0.15% among 270,000; in the data active = activation above about 40%;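 also: 0% = vehicle and 100% = reference agonist at the receptor; some compounds past the cut are filed as inactive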
mcGAS lum = blocks mouse cGAS activity | Q8C6L5 | recombinant cGAS, Kinase-Glo ATP depletion luminescence | inhibition, % at 12.5 µM | hit rate 0.15% among 160,000 | AID 1259399;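 also: 0% = negative control wells and 100% = reference inhibitor with no enzyme activity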
hcGAS lum = human cGAS inhibition; Q8N884; recombinant h-cGAS, ATP depletion, Kinase-Glo luminescence; inhibition, % at 12.5 µM; hit rate 0.081% among 290,000; AID 1259398;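 also: 0% = vehicle reaction and 100% = reaction without DNA for no activity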
Target sequence (Q8N884 whole entry, looked up): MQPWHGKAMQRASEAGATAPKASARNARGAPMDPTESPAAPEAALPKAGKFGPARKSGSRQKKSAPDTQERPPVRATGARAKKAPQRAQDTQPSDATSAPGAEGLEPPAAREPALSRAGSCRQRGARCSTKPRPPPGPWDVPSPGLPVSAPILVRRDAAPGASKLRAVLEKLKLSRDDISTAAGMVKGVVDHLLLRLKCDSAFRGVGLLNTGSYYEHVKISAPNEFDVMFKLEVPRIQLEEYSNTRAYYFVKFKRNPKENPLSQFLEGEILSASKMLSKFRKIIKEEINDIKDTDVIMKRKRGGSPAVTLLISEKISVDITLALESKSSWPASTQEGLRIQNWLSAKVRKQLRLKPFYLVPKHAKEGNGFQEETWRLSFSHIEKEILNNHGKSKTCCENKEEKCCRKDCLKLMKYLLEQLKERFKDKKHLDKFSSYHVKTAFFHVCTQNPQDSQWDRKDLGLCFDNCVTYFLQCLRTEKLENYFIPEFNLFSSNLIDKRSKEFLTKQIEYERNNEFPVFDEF
Active calls of the source: *; . = not tested or not shown; & = joins results of further samples. Rule as the data show it, unless noted: active = inhibition above about 40%; inactive = the rest.

Compound,mcGAS lum,NPYLR7 agonist,hcGAS lum
Cc1cc(C)cc(NC(=O)COc2coc(CN3CCc4ccccc4C3)cc2=O)c1,2,8,0
Cc1cccc(C)c1NC1=NC2CS(=O)(=O)CC2S1 (centres undefined),.,0,-2
O=C1OC(NC(=O)c2ccccc2)C(Br)=C1Br (centres undefined),.,6,4
C=CCNCC(=O)N(Cc1ccc2c(c1)OCO2)Cc1ccco1,.,15,-2
CC=CCn1c(=O)c2c(nc3n2C(C)C(C)=NN3CC(=O)OCC)n(C)c1=O (centres undefined),-8,6,-3
O=C(O)C1CCCN(c2ccc(-n3ccnc3)nn2)C1 (centres undefined),.,-1,-7
Cc1nnc(SC(C(N)=O)C(N)=O)s1,.,2,-7
CNc1cc(-c2ccccc2OCCn2ccnc2)c2cc[nH]c2n1,.,-6,-5
O=C1[C@@H]2C[C@H](O)CCN2C(=O)CN1CC1(O)CCCCC1,-6,.,-9
Cc1[nH]c(=S)c(C(N)=O)c(C)c1C,.,6,-7
COC(=O)c1cc2n(n1)CCCN(Cc1c[nH]c3c(C)cccc13)C2,-10,-11,-2
CC(CCc1ccccc1)NC(=O)C1CCCN(S(=O)(=O)c2ccc(F)cc2)C1 (centres undefined),-4,1,-3
c1ccc2c(c1)nnn2CNc1nonc1-c1ncon1,-3,0,-4
CCCN1C(=O)C(c2c(C)[nH]n(-c3ccc(F)cc3)c2=O)=C([n+]2cc(C)cc(C)c2)C1=O,-7,0,-11
CC1CN(C(CNC(=O)c2cc(Cl)cn2C)c2c(F)cccc2Cl)CCO1 (centres undefined),-1,1,5
Cc1ccc(CNc2cccc(C(=O)N(C)CCC3CCOCC3)c2)cc1,.,1,4
O=C(NCCc1csc(-c2cccnc2)n1)c1cnn2c1CCCC2,-15,4,-5
COC(=O)C1=C(C)NC2=C(C(=O)CC(c3ccc(OC)cc3)C2)C1c1cc(Cl)c(O)c(OC)c1 (centres undefined),-6,-12,-3
CCc1nccc(-c2nccn2CCOc2ccccc2F)n1,.,7,-5
Cc1ccc(Cl)c2sc(N(CCCn3ccnc3)C(=O)c3cccs3)nc12,-5,-8,1
COc1ccccc1Nc1nc(-c2ccccc2)c2cc(C)ccc2n1,0,-7,2
COc1ccc(Cc2ncc3c(n2)CN(C(=O)[C@@H]2C[C@@H](O)CN2)C3)cc1,-9,-2,-6
N#Cc1cc(NC(=O)C2CCN(CC(F)(F)F)CC2)ccc1Cl,.,6,-18
Cc1cc(C)n2ncc(CN3CCC(Cc4noc(C5CC5)n4)CC3)c2n1,.,3,-8
O=S1(=O)CCC(S(=O)(=O)N2CCOCC2)C1 (centres undefined),-3,2,-13
CC(C)NC(=O)N1CCC(c2nnc(C3CC3)s2)CC1,-7,-7,-7
O=C(O)c1ccccc1N1C(=O)C2C3C=CC(C3)C2C1=O (centres undefined),-3,-7,1
O=S(=O)(N1CCOCC1)N1CC(c2ccccn2)C1,.,6,3
Cc1cc(C(=O)N2CCN3CCNC(=O)C3C2)ccc1-n1cccc1 (centres undefined),-13,7,-4
Cn1cncc1-c1nc2c(cnn2Cc2cccc(F)c2)[nH]1,.,11,-7

Compound profiles, as listed above. Screens in order: mcGAS lum, NPYLR7 agonist, hcGAS lum
Cc1cccc(C)c1NC1=NC2CS(=O)(=O)CC2S1 (centres undefined) is listed as ., 0, -2
O=C(O)c1ccccc1N1C(=O)C2C3C=CC(C3)C2C1=O (centres undefined) is listed as -3, -7, 1

New compounds follow.
Compound,mcGAS lum,NPYLR7 agonist,hcGAS lum
Cc1cccc(-n2nnc(-c3nnc(-c4ccco4)o3)c2C)c1,-7,4,-14
CCOC(=O)c1ccc(N=c2oc3ccc(OC)cc3cc2-c2nc3ccccc3[nH]2)cc1,-6,-1,-5
Cc1nc2ccccc2nc1N1CCN(S(=O)(=O)c2ccccc2C(F)(F)F)CC1,-5,6,-3
Cc1nn(C)c(C)c1CCC(=O)N[C@@H]1c2ccccc2C[C@@H]1O,-14,15,-7
CCCCNC(=O)CN1CCN(Cc2csc(C(C)(C)C)n2)CC1,.,-3,-3
Cc1ccnn1-c1cc(SCC(=O)Nc2ccc(Cl)cc2C(F)(F)F)ncn1,.,-9,-3
O=C(O)CSc1nccc2c(OCc3ccc(F)cc3)cccc12,.,0,-2
O=C(Nc1ccc2c(c1)CN(C(=O)CCCc1cccs1)CC2)c1ccccn1,-3,1&-4,-4&-8
COc1ccc(Br)cc1CN(C)S(=O)(=O)N1CCC(C)CC1,.,6,-7
COc1ccc(OC)c(C2SCC(=O)N(CC(=O)Nc3ccccc3)c3c2c(-c2ccccc2)nn3C(C)(C)C)c1 (centres undefined),-4,-25,-1
CCCN(CC(=O)Nc1c(-c2ccccc2)c(C)nn1-c1ccc(OC)cc1)C(=O)c1cccc(OC)c1,-4,-2,-6
Cc1cccc(Nc2nc(C(=O)NC(C)C(=O)NCc3cccc(C(F)(F)F)c3)cs2)c1 (centres undefined),-3,.,-3
CCNC(=O)c1ccc(C2CCCN2C(=O)c2cccn2C)s1 (centres undefined),-10,.,-3
Cc1cc(O)c(C(c2cccnc2)N2CCCCC2)c(=O)n1Cc1ccco1 (centres undefined),.,10,-8
C=CCOC(=O)C1=C(C)NC(=O)NC1c1cc(OC)c(OC)c(OC)c1 (centres undefined),0,-1,-1
O=C(CCCc1ccccc1)Nc1ccc(SCC(=O)N2CCCC2)nn1,-7,-4,-7
CCCCc1ncc(CN2CCCC(CO)(CCc3ccccc3)C2)[nH]1 (centres undefined),.,5,-3
Cc1ccc(C(=O)N2CCC(CCC(=O)N3CCN(c4ccccc4)CC3)CC2)cn1,.,4,-7
Cc1nc(C)c(C(=O)N2CCCC(Nc3ccc4c(c3)OCCO4)C2)s1 (centres undefined),.,4,-12
COc1ccccc1NC(=O)C1CC(=O)N(C)C(=Nc2cccc(C(F)(F)F)c2)S1 (centres undefined),-6,-8,-7
CC(C)c1cccc(NC(=O)c2ccc(S(N)(=O)=O)o2)c1,.,0,-15
CCS(=O)(=O)N(C)C(=O)c1ccc(C#N)cc1,.,20,-5
COc1cc(OC)c(NC(=O)Nc2cc(C)on2)cc1Cl,.,-18,-1
O=C(/C=C/c1cccc(I)c1)Nc1nc2ccccc2s1,-6,-1,0
Cc1cccnc1NC(=O)CCc1ccc(F)cc1,.,3,-1
NC(=O)CCCC1=NS(=O)(=O)c2ccccc2N1,.,-1,5
CNC(=O)Cn1cc(-c2nnc(C)o2)c2ccccc21,-9,4,-5
CN1CCCC1(C)C(=O)NCc1ccc(F)cc1Cl (centres undefined),-8,5,-18
CN(C)c1ncnc2c1CCN(C(=O)c1c[nH]c3c(F)cccc3c1=O)C2,.,7,-9
CNC(=O)Cn1cc(NC(=O)CSCc2cc(C)ccc2C)cn1,.,9,-8
CC1(C)OCC(CNC(=O)CS(=O)(=O)Cc2ccc(C#N)cc2)O1 (centres undefined),-16,2,-10
COC(=O)c1ccc(/C=C2\N=C(c3cccc(C)c3)OC2=O)cc1,-7,10,-5
Cc1ccc(C(=O)N2CCCC(C(=O)N3CCN(C(=O)OC(C)(C)C)CC3(C)C)C2)cc1 (centres undefined),-17,-7,-8
O=C(Nc1cc(C(=O)N2CCCCC2)ccc1Cl)C1CCC1,.,10,-5
Cc1ccc(S(=O)(=O)N2CCc3sccc3C2c2ccccc2C)cc1 (centres undefined),-2,-8,0
CC1CCCC(C)N1C(=O)c1cc2cccnc2n(Cc2ccc(F)cc2)c1=O (centres undefined),.,8,-7
CC(=NOCc1nc2c3c4c(sc3ncn2n1)C(C)(C)NC(C)(C)C4)c1cccs1,.,7,-1
Cc1noc(CSCc2nc(CC(C)C)nn2-c2ccccn2)n1,-10,15,-7
O=C(Nc1ccc2c(c1)CN(C(=O)c1ccsc1)CC2)c1ccccc1Cl,.,6,-8
COC(=O)CC1C(=O)NCCN1S(=O)(=O)c1cc(C)ccc1C (centres undefined),.,-6,-1
Cc1ccc(-c2cc(C(=O)N3CCN(Cc4ccc5c(c4)OCO5)CC3)n(-c3ccc(F)cc3)n2)cc1C,-3,0,-10
Cc1nn(Cc2ccc(Cl)cc2Cl)c2sc(C(=O)N3CCNC(=O)C3)cc12,.,7,-11
O=C(CCc1ccccc1)Nc1cccc(-c2cccc(-c3ccc(F)cc3)n2)c1,0,-14,-1
COc1cccc(NC(=O)Nc2ccc(-n3nc(OC(C)C)nc3-c3ccco3)cc2)c1,0,.,2
O=C(c1cc(-c2ccc(F)cc2)nc2cc(-c3ccccc3)nn12)N1CCN(c2cccc(Cl)c2)CC1,-9,7,-5
N#Cc1cc(Cl)c(N2CCOCC2)cc1C#N,.,-1,-11
O=C(CS(=O)(=O)c1nnc2ccccn12)Nc1ccc(Cl)cc1,.,-4,6
COCCCNCC1(c2ccnc(-c3cccc(NS(C)(=O)=O)c3)c2)CC1,-10,12,-6
Cc1nc2c(O)cccn2c(=O)c1Cc1ccccc1,.,-14,-6
CCOc1cc(CNn2nnnc2N)cc(Cl)c1OCC(=O)NC(C)(C)C,-6,-11,1
CCCC(=O)NC(Nc1ccc(S(N)(=O)=O)cc1)C(Cl)(Cl)Cl (centres undefined),.,6,-1
Cc1cccc(COC(CN2CCN(C(=O)Nc3ccc(F)cc3)CC2)c2ccc(Cl)cc2)c1 (centres undefined),-3,16,3
CCCn1nc(-c2ccco2)cc1C(=O)NCC(C)C,-2,.,0
ON=Cc1cccn1-c1ccc(O)cc1,-2,-8,0
C=C[C@]1(C)C[C@](O)([C@@H]2OC2(C)C)Oc2c1c(=O)oc1cccc(CC)c21,-1,-9,4
C(=C\c1ccccc1)/CN1CCN(CCn2cncn2)CC1,-11,-6,3
CCNC(=O)N1CCc2nc(N3CCOCC3)nc(Oc3ccc(OC)cc3)c2C1,.,2,-16
O=C(NCCCCOc1ccc(F)cc1)N1CCC(N2CCCCC2)CC1,.,-5,5
COC(=O)c1ccccc1C(=O)N1CCC(CO)(Cc2ccc(Cl)cc2)CC1,-10&-6,3&8,-8&-2
Cc1cc(C)n(-c2ccc(NC(=O)C3CCN(C(=O)Cc4ccn(C)c4)CC3)cc2)n1,-7,23,0

Following part.
Compound,mcGAS lum,NPYLR7 agonist,hcGAS lum
COC(=O)c1ccc(CSc2nnc(-c3cccnc3)n2-c2cccc(C(F)(F)F)c2)o1,-1,.,4
CSc1nc2ncc3c(=O)n(Cc4cccnc4)ccc3n2n1,.,1,-7
Cc1ccccc1C(=O)NC(C(=O)N1CCCC1)C1CCN(C(=O)c2ccco2)CC1 (centres undefined),-6,30,-8
COCCCN(CC(=O)N(Cc1cccn1Cc1ccc(F)cc1)C1CCCCC1)C(=O)/C=C/c1ccccc1,-4,.,-8
COCCn1cnnc1Cn1ccnc1-c1ccccc1C,.,1,-1
Cc1ccc(CN2CCCc3c2[nH]c2ccccc32)c2ccccc12,2,-22,0
Cc1ccc(-n2c(SCC(=O)N3CCOCC3)nnc2-c2ccco2)cc1,2,.,2
Cc1cc2oc(=O)cc(Cn3ccsc3=N)c2cc1C(C)C,.,3,-6
O=C(NCC(=O)N1CCOC(COCc2c(Cl)cccc2Cl)C1)c1ccco1 (centres undefined),-8,25,-5
Cc1nc2cc(C(F)(F)F)ccc2n1C1CCN(C(=O)c2ccc[nH]2)CC1,-2,6,3
CCNC(=S)NC(C(C)C)C1c2cc(OC)c(OC)cc2CCN1CC (centres undefined),0,-9,2
CCCCCCCC(=O)Nc1ccc(-n2nc(OCCOCC)nc2-c2ccccc2C)cc1,-4,7,-5
COc1cccc(-c2cc(C(=O)O)c3[nH]c(-c4ccccc4)nc3n2)c1O,-1,-2,-5
Cc1ncc(C)c(N2CCCC(c3[nH]ncc3Cc3ccccc3)C2)n1 (centres undefined),.,14,-10
CCC1CCCCC1NC(=O)c1ccc2c(c1)nc(C)n2C (centres undefined),.,-22,5
CNc1ccc(-c2cccc(C(C)=O)c2)cn1,.,2,-6
CC(C)[C@H](Nc1ccc(C(F)(F)F)cc1Cl)C(=O)N1CCc2ccccc21,.,2,-6
Cc1cccc(N2CCC(N3CCC(CO)(Cc4ccccc4)CC3)CC2)c1C,-4,5,-2
Cn1cnnc1SCc1cc(=O)c(OCc2ccc(C(F)(F)F)cc2)co1,.,7,-13
Cc1ccc(C(=O)NCCc2ccc(OCC(=O)NC3CC3)cc2)cc1F,.,10,-10
O=C(CSc1nnc(-c2n[nH]c3ccccc23)o1)Nc1ccc(F)c(Cl)c1,.,-2,-5
CN(Cc1ccccn1)C(=O)c1ccc(OC2CCN(CCc3ccccc3)CC2)cc1,-4,1,-7
CN1CCC2(CCC1=O)CCN(C(=O)CCN1CCNCC1)CC2,.,0,0
Cc1cc(C(=O)OC(C)C(=O)c2ccccc2)c2ccccc2n1 (centres undefined),-6,7,-7
O=[N+]([O-])c1ccc(-[n+]2ccccc2)c([N+](=O)[O-])c1,9,4,-7
COc1ccc(OC)c(S(=O)(=O)NC(=O)C2(C)CCN2C(=O)Cc2ccc(C(C)C)cc2)c1 (centres undefined),-5,-2,-7

Random excerpt: 2 entries already listed.
Compound,mcGAS lum,NPYLR7 agonist,hcGAS lum
Cc1cccnc1NC(=O)CCc1ccc(F)cc1,.,3,-1
O=C1OC(NC(=O)c2ccccc2)C(Br)=C1Br (centres undefined),.,6,4
